# Screens from PubChem.
# EPAC1 antagonist = qHTS for Antagonist of cAMP-regulated guanine nucleotide exchange factor 3 (EPAC1): primary screen | Rap guanine nucleotide exchange factor 3 (Homo sapiens), O95398 | EPAC1 GEF assay, Rap1b-BODIPY-GDP exchange fluorescence | Potency, µM (titrated, usually from 115 µM), inactives show at the highest dose activity change, negative = inhibition, most hits filed as inhibitors | 360,000 compounds, 0.14% hits | AID 720709, 2013;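 further: potency means the concentration at half of the fitted maximal effect; plate controls were vehicle for no effect and positive control for full effect; nearly all actives have a fitted effect of over 50% in size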
# WRN inhibitor = qHTS for Inhibitors of WRN Helicase; Potency, µM (highest dose often 114 µM), without a hit: top-dose activity change, negative = inhibition, hits mostly inhibitors; Bifunctional 3'-5' exonuclease/ATP-dependent helicase WRN (Homo sapiens), Q14191; 360,000 compounds, 0.46% hits; WRN helicase unwinding, fluorescent forked duplex, kinetic; further: potency means the concentration at half of the fitted maximal effect; on the % scale 0 is the no-effect control and ±100 the full control effect; nearly all actives have a fitted effect of over 55% in size
#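 WRN at 20 nM final was preincubated with compound for 15 min at room temperature; reaction started with 100 nM forked duplex oligonucleotide carrying fluorophore and quencher plus 2 mM ATP (final). Unwinding followed kinetically by red fluorescence (ex 525/em 598 nm).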
# PI5P4Ka inh = qHTS for Inhibitors of phosphatidylinositol 5-phosphate 4-kinase (PI5P4K). Phosphatidylinositol 5-phosphate 4-kinase type-2 alpha (Homo sapiens), P48426. PI5P4Kalpha enzyme, ADP-Glo luminescence, 60 min; hits give low values. 330,000 compounds, 1.2% hits. AID 652105, 2013. max response, %; active means max response of -50% or lower; inconclusive means between -30% and -50%; inactive means -30% or higher; further: value at the top dose of about 77 µM; on the % scale 0 is the no-effect control and ±100 the full control effect
# Target sequence (P48426 whole entry, looked up): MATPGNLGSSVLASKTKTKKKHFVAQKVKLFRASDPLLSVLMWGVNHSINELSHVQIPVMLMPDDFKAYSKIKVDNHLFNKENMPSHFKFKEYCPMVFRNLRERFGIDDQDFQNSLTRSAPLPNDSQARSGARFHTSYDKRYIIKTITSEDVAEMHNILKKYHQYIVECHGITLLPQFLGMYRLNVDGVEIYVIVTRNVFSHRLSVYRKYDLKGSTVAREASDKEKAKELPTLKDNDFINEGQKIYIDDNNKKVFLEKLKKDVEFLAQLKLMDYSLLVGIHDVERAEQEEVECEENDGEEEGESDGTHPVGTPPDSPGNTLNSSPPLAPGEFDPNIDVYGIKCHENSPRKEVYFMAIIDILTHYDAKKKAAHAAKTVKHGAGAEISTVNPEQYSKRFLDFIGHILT
#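 Single end-point luminescence (ADP-Glo) quantified ADP from PI5P4Kalpha turnover; ATP 5 microM final, 1 h at RT, 0.1% CHAPS and 0.28 mM EGTA in HEPES pH 7.4.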
# PLK1 PBD inh = qHTS for Inhibitors of PLK1-PDB (polo-like kinase 1 - polo-box domain): Primary Screen; Serine/threonine-protein kinase PLK1 (Homo sapiens), P53350; Plk1 PBD binding of FITC phosphopeptide, fluorescence polarization; Potency, µM, without a hit: max response, negative = inhibition, most hits filed as inhibitors; 360,000 compounds, 2.8% hits; AID 720504, 2013; further: potency means the concentration at half of the fitted maximal effect; series mostly up to about 57 µM; on the % scale 0 is the no-effect control and ±100 the full control effect; nearly all actives have a fitted effect of over 65% in size
# Target sequence (P53350 whole entry, looked up, the tested form may be a part): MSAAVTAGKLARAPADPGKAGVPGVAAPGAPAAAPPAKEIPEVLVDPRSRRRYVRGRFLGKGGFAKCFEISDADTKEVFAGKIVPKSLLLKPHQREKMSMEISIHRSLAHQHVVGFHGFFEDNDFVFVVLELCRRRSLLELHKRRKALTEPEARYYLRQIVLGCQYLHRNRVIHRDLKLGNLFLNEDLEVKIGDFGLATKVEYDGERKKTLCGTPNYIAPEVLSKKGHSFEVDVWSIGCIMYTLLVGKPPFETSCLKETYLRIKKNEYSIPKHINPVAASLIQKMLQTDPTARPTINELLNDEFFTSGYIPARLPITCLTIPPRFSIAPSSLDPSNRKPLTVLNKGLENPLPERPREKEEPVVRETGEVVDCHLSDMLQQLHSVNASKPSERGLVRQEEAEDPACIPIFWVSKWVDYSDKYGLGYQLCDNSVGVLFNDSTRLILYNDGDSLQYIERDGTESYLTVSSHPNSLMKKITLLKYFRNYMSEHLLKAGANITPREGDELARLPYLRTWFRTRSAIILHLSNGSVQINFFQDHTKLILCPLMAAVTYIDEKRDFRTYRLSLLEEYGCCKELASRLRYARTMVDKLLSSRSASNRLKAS
# Mm-Cpn inhibitor = Inhibitors of TCP-1 ring complex (TRiC) of Methanococcus maripaludis (MmCpn): qHTS; Potency, µM (series often up to 76.9 µM), inactives show top-dose activity, negative = inhibition, actives largely listed as inhibitors; Chaperonin Mm-Cpn (Methanococcus maripaludis); 330,000 compounds, 0.031% hits; purified Mm-Cpn ATPase, ADP Transcreener TR-FRET; further: potency means the concentration at half of the fitted maximal effect; on the % scale 0 is the no-effect control and ±100 the full control effect; nearly all actives have a fitted effect of over 80% in size
#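 ATP (10 uM final) was added to archaeal chaperonin (25 nM final) after 10 min exposure to test compound at 37°C; after 30 min further incubation, ADP was detected by competitive TR-FRET.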
# EPAC2 antagonist = qHTS for Antagonist of cAMP-regulated guanine nucleotide exchange factor 2 (EPAC2): primary screen; EPAC2 GEF exchange of Rap1B-BODIPY-GDP, fluorescence; Potency, µM (doses to about 114 µM), inactives show at the highest dose activity, negative = inhibition, hits mostly inhibitors; 360,000 compounds, 0.18% hits; further: potency means the concentration at half of the fitted maximal effect; on the % scale 0 is the no-effect control and ±100 the full control effect; nearly all actives have a fitted effect of over 45% in size; many of its hits are not listed in these tables
# EPAC1 agonist = qHTS for Agonist of cAMP-regulated guanine nucleotide exchange factor 3 (EPAC1): primary screen | 360,000 compounds, 0.073% hits | Rap guanine nucleotide exchange factor 3 (Homo sapiens), O95398 | AID 720707, 2013 | Potency, µM (series often up to 154 µM), for inactives: at the top dose activation, usual class: activators | EPAC1 agonist qHTS, biochemical assay; response scale: 100% = response to 6.5 mM cAMP; further: potency means the concentration at half of the fitted maximal effect; nearly all actives have a fitted effect of over 60% in size
#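 Read-out is the fluorescence drop as BODIPY-GDP leaves Rap1B (480 nm excitation, 540 nm emission), recorded every 5 minutes over 30 minutes. Reactions held 100 nM EPAC1, 250 nM Rap1B–BODIPY-GDP and 50 uM GDP, with 6.5 mM cAMP setting full activation.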
# CCT chaperon mod = High-Throughput Screening for Modulators of Cytosolic Chaperonin Activity; purified chaperonin ATPase assay, HTRF ADP detection, 30 min; 360,000 compounds, 0.3% hits; activity change, % (no concentration beside the values), hits read low; AID 651819, 2012; in the data active means activity change below about -30%; further: on the % scale 0 is the no-effect control and ±100 the full control effect
#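 Nucleotide hydrolysis assay: TRiC at 20–40 nM final (set by batch activity) with 10 uM ATP, 30 min at 37 °C, in presence of 76 uM compound. Detection by competitive ADP HTRF, 30 min ambient.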
# An asterisk follows results filed as active; ? = inconclusive; . = no result given; [ ] = dose if it differs, or a comment. Unless noted, the call rests on the fitted dose curve; in most records, active means well fitted curve in the direction sought with a large enough effect; inconclusive means small, poorly fitted or top-dose-only effect, or another doubt; inactive means no such curve, though single readings can be large; an effect the other way counts as inactive or inconclusive. Not all compounds are listed (hit frequency here may not be typical).
EPAC1 antagonist | WRN inhibitor | PI5P4Ka inh | PLK1 PBD inh | Mm-Cpn inhibitor | EPAC2 antagonist | EPAC1 agonist | CCT chaperon mod | SMILES
0% | 4% | -3 | 27µM* | . | -3% | 4% | -0.8 | CC(O)[C@H]1CN=C(N)N1CC1CCCCC1 (stereo partly drawn)
-8% | -32%[57.1 µM] | 2 | 1% | 0% | -12% | 14% | -0.4 | Cc1ccccc1-n1c(SCc2cccc(F)c2)nc2[nH]ncc2c1=O
0% | -4% | -5 | 24µM* | -1% | -11% | -7% | 0.6 | CCOc1ccccc1N(C)C(=O)c1ccc2c(=O)n3c(nc2c1)CCCCC3
-24% | 14% | -3 | -5% | -6% | 9% | -11% | -1.2 | Cc1csc(CN(C)C(=O)CC2C(=O)NCCN2Cc2ccc(-c3ccccc3)cc2)n1 (stereo not drawn)
9% | -2% | 0 | -5% | 1% | 6% | 7% | 0.2 | COc1ccc(OCC(=O)NNC(=O)C(=O)Nc2ccccc2)cc1
-17% | 2% | -2 | -11% | 2% | -8% | 14% | -6.4 | COCCn1c(SCC(=O)NC2CCCCC2)nnc1-c1ccco1
13% | 14% | -2 | -18% | -1% | 3% | 3% | -2.0 | CC(=O)c1c(NCCc2ccccc2)nc(=S)n(-c2ccccc2)c1C
-2% | -10% | ? | -15% | . | -5% | 13% | 1.1 | COc1cccc(S(=O)(=O)N(C)C[C@H]2OCc3cn(nn3)CCCC(=O)N([C@@H](C)CO)C[C@@H]2C)c1
3% | 5% | -13 | -14% | . | -10% | 4% | -1.7 | CNC(=O)c1ccc(CN(C)C(=O)c2cc(C3CC3)nc3c2cnn3C(C)C)cc1
2% | 8% | 10 | -10% | . | 3% | 9% | -0.4 | CCCCC[C@@H](C)N1C[C@H](COCc2ccccc2)Oc2cc(N3CCC[C@H]3COC)ccc2S1(=O)=O
7% | -13% | 1 | 1% | 2% | -12% | 5% | 0.3 | CC1=NN(c2ccccc2)C(=O)C1N=Nc1ccc(S(N)(=O)=O)cc1 (stereo not drawn)
3% | -6% | . | -3% | -1% | -1% | 6% | -2.3 | CCOc1ccc2[nH]c(=O)c(C(c3nnnn3CC3CCCO3)N3CCc4ccccc4C3)cc2c1 (stereo not drawn)
0% | 1% | 14 | -4% | 1% | 3% | 21% | -4.1 | CCOCCCNC(=S)N1CCN(c2nc(-c3ccccc3)cs2)CC1
2% | 1% | -3 | 1% | -2% | 4% | -3% | -2.5 | CN(C(=O)Nc1ccccc1)C1CCCc2ccccc21 (stereo not drawn)
4% | -11% | 3 | ? | 0% | -4% | 6% | -0.3 | Cn1cnc([N+](=O)[O-])c1Oc1ccc2ccccc2c1
9% | 2% | . | -1% | 1% | 17% | -7% | 1.4 | O=C(COc1ccc(Cl)cc1)Nc1ncccn1
-21% | -11% | 7 | -21% | 2% | -3% | -4% | 2.7 | O=C1CC(SCc2nc3ccccc3[nH]2)C(=O)N1c1cccc(F)c1 (stereo not drawn)
10% | -11% | 5 | -2% | -1% | 11% | 2% | 2.5 | Cc1ccc(NC(=O)CSc2nnc(C)c(=O)n2N)cc1
-14% | -12% | . | ? | 0% | -3% | 7% | -17 | Cc1cccc(NC(=S)NNC(=O)CCn2nc(C)c([N+](=O)[O-])c2C)c1
19% | -5% | 3 | -3% | 5% | -3% | -4% | -0.4 | CC(C)c1ccc(NC(=O)CSc2n[nH]c(=O)n2-c2ccc3c(c2)OCCO3)cc1
11% | 9% | 2 | -3% | 2% | -5% | -11% | -0.8 | CCCc1cc(C(=O)Nc2ccc(C)cc2)no1
5% | -5% | 1 | -10% | 2% | 14% | 6% | 0.9 | CCOc1cc(CNCc2ccncc2)cc(Cl)c1OC
5% | -20% | 2 | -2% | . | 0% | 10% | -2.1 | Cn1c(=O)[nH]c2c(c1=O)CCO2
-9% | -8% | 0 | -1% | -2% | 4% | 8% | -0.5 | Cc1ccccc1NC(=O)c1cccc(Cn2cc(Br)c([N+](=O)[O-])n2)c1
-2% | 9% | 7 | -6% | -1% | 16% | -3% | 0.8 | COc1c2ccoc2nc2c(OC)c(OCC(O)C(C)(C)O)ccc12 (stereo not drawn)
12% | ? | 1 | 4% | 0% | 15% | -4% | 1.0 | COc1ccc(C(=O)/C=C/Nc2ccc(S(=O)(=O)Nc3nc(C)cc(C)n3)cc2)cc1OC
-14% | 1% | -4 | -11% | 2% | -11% | 26% | -2.3 | Clc1cccc(Cl)c1CON/C=N/c1ncnc2sccc12
-5% | -29%[57.1 µM] | 5 | -8% | 0% | 4% | -2% | -0.1 | CC(C)(C)CC(C)(C)NCC(O)COc1c(F)cc(Br)cc1F (stereo not drawn)
2% | 1% | -5 | -7% | 1% | 2% | 11% | -0.5 | O=C(Nc1cccc(-n2cnnn2)c1)c1cc(Cl)nc(Cl)c1
-5% | -1% | 1 | 3% | . | 3% | 7% | 1.1 | COc1cccc(CNCc2cccc(OC)c2O)c1O
6% | ? | -9 | -16% | . | 10% | -11% | -0.5 | O=C(c1cccnc1)N1C2C=CC(C2)C1(C(F)(F)F)C(F)(F)F (stereo not drawn)
-17% | 0% | -1 | -4% | . | 10% | 7% | -0.4 | COc1cccc(-c2cnc(C(O)c3ccc(F)c(C)c3)[nH]2)c1 (stereo not drawn)

# Exported with tabs: part of the list above.
Compound	EPAC1 antagonist	WRN inhibitor	PI5P4Ka inh	PLK1 PBD inh	Mm-Cpn inhibitor	EPAC2 antagonist	EPAC1 agonist	CCT chaperon mod
COc1c2ccoc2nc2c(OC)c(OCC(O)C(C)(C)O)ccc12 (stereo not drawn)	-2%	9%	7	-6%	-1%	16%	-3%	0.8
COc1cccc(CNCc2cccc(OC)c2O)c1O	-5%	-1%	1	3%	.	3%	7%	1.1
COc1ccc(C(=O)/C=C/Nc2ccc(S(=O)(=O)Nc3nc(C)cc(C)n3)cc2)cc1OC	12%	?	1	4%	0%	15%	-4%	1.0

# Continued.
EPAC1 antagonist | WRN inhibitor | PI5P4Ka inh | PLK1 PBD inh | Mm-Cpn inhibitor | EPAC2 antagonist | EPAC1 agonist | CCT chaperon mod | SMILES
3% | -2% | 0 | -2% | 2% | 6% | -18% | -3.5 | C[C@]12c3[nH]c4ccccc4c3CCN1C(=O)C(CC(=O)NCc1cccc(C(F)(F)F)c1)C[C@@H]2C(=O)N1CCOCC1 (stereo partly drawn)
2% | 13% | -8 | -14% | 1% | 4% | 5% | -2.3 | C[n+]1ccc(C(=O)N/N=C/c2ccco2)cc1
-4% | -9% | . | -25% | 1% | -2% | 20% | 2.5 | COc1cc(CNn2c(C)n[nH]c2=S)cc(Cl)c1OCc1ccccc1
-29% | 5% | 1 | -14% | -15% | 3% | 3% | -2.3 | COc1ccc(-c2ncc(CN3CCC(CO)(Cc4cccc(OC)c4)CC3)cn2)cc1
-3% | 10% | -1 | -7% | 2% | 18µM* | 2% | -3.2 | COc1ccc(C2CC(=O)n3c(nc4ccccc43)S2)cc1OC (stereo not drawn)
-2% | 5% | 0 | -13% | -5% | 16% | -7% | -0.7 | CCC(=O)Nc1ccc(-c2cc(-c3ccccc3)nc(-c3ccc(NC(=O)CC)cc3)n2)cc1
14% | -5% | 2 | 1% | 1% | -8% | 6% | -2.0 | O=C(Cc1cccs1)Nc1ccccc1
-6% | -4% | -2 | -30% | -3% | -3% | 0% | 1.1 | CCc1ccc(/C=N/NC(=O)c2cc(-c3ccccc3OC)nc3ccccc23)s1
-26% | -6% | -5 | -21% | 0% | 4% | 2% | -1.9 | C/C(=N/NC(=S)Nc1ccccc1)c1ccc2c(c1)OCO2
0% | 0% | . | -13% | 1% | 6% | 0% | -0.9 | COc1ccc(NS(=O)(=O)c2ccc(OC)c(OC)c2)cc1OC
? | -13%[57.1 µM] | ? | 24µM* | . | 22% | ? | 0.5 | CC(=Cc1ccccc1)C=C1SC(=S)N(CCCC(=O)Nc2ccc(C(=O)O)cc2)C1=O
8% | 2% | -7 | 3% | 0% | 5% | -3% | -2.5 | O=C(CSc1nc2ccccc2n1-c1ccccc1)Nc1ncc(Cl)cc1Cl
-9% | -3% | 5 | -5% | 1% | -12% | -2% | 1.4 | C/C=C(/C)C(=O)O[C@@H]1Cc2c(ccc3ccc(=O)oc23)OC1(C)C
3% | -9% | . | 2% | -3% | -4% | 11% | -2.2 | Cc1ccc(N=C(NOCc2ccc(Cl)cc2Cl)c2nonc2N)c(C)c1
0% | -15% | -2 | -3% | 2% | -5% | 10% | 1.6 | Cc1cc(C)c(C)c(S(=O)(=O)N2CCC(C(=O)OCC(=O)N3c4ccccc4NC(=O)C3(C)C)CC2)c1C
-4% | 1% | -4 | -3% | -2% | 3% | 6% | 0.0 | Cc1ccc(C)c(N2CCN(S(=O)(=O)c3c(C)noc3C)CC2)c1
14% | 5% | 0 | -4% | 0% | 2% | 4% | 0.0 | CCCCN1C(=O)C(=O)N(CC(=O)Nc2cccc(C(C)=O)c2)C1=O
-3% | -13% | 3 | -8% | 1% | 4% | -6% | 0.3 | CC(NC(=O)COC(=O)CCc1nc2ccccc2c(=O)[nH]1)c1ccccc1 (stereo not drawn)
18% | -33%[57.1 µM] | 1 | 4% | -1% | 13% | -7% | -1.8 | CCc1nc(C)ccc1OC(=O)C12CC3CC(CC(C3)C1)C2
-4% | 8% | 1 | -8% | 1% | 4% | -3% | 1.2 | Cc1ccccc1C(=O)NCc1nnc(SCC(=O)N2CCN(c3ccccc3)CC2)n1C
-2% | -11% | 4 | -21% | 4% | -2% | 3% | 0.1 | COCCCNC(=O)c1cc(C)nn1-c1ccccc1
-11% | -14% | 7 | -4% | -3% | -9% | 2% | 1.3 | COc1cc(C(=O)OCC(=O)c2cc(C)n(CC3CCCO3)c2C)cc(OC)c1C (stereo not drawn)
-10% | 3% | 0 | -6% | . | 9% | -12% | -2.3 | Cn1nc(C(C)(C)C)cc1C(=O)N1CCCCC1c1cc(C(=O)NCc2cccnc2)no1 (stereo not drawn)
-2% | -2% | -1 | -7% | 3% | 7% | 5% | -1.9 | Cn1ccnc1SCc1cccc([N+](=O)[O-])c1
